Pol iota inh: DNA polymerase iota (human) inhibition; Q9UNA4; Pol iota fluorescent replication assay, 10 min; Potency, µM (series often up to 115 µM), without a hit: top-dose activity, negative = inhibition, usual class: inhibitors; 390,000 compounds, 1% hits; AID 588590; further: potency means the concentration at half of the fitted maximal effect
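Fluorescent replication assay read twice, at 0 min and 10 min after adding 50 nM (final) substrate. Enzyme (10 nM) and compounds were first incubated 15 min at room temperature; enzyme-free buffer wells were negative controls.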
POLH inh: inhibitors of human DNA polymerase eta. 390,000 compounds, 1.2% hits. AID 588591. Potency, µM (series often up to 114 µM), inactives show at the highest dose activity change, negative = inhibition, usual class: inhibitors. recombinant Pol eta, fluorescent DNA replication assay; further: potency means the concentration at half of the fitted maximal effect; on the % scale 0 is the no-effect control and ±100 the full control effect
Target sequence (Q9Y253 whole entry, looked up): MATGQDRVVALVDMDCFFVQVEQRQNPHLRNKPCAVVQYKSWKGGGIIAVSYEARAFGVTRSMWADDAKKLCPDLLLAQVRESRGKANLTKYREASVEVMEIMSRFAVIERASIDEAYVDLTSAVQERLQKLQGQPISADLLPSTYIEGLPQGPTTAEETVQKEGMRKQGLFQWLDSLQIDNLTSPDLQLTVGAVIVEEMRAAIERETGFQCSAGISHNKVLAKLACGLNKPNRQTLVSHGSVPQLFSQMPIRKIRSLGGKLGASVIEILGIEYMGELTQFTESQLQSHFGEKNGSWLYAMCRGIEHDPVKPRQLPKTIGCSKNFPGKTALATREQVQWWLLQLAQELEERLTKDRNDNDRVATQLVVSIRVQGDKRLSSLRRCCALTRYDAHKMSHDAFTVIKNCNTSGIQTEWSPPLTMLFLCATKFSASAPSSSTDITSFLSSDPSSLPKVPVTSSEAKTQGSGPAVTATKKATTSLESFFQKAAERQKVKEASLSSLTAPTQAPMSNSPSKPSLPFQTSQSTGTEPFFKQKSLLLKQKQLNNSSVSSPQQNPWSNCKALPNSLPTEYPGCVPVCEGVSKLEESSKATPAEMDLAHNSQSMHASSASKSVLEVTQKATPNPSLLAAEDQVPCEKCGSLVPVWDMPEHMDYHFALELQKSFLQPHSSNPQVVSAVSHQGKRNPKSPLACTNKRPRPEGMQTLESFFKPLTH
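Pol eta at 10 nM preincubated with compounds 15 min at room temperature; reaction started with fluorescent substrate (50 nM final) and read kinetically at 0 and 10 min.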
BLM inh: blocks DNA unwinding by human BLM helicase; recombinant BLM DNA unwinding, fluorescence dequenching; Potency, µM (doses to about 56.1 µM), for the others: at the top dose activity change, negative = inhibition, most hits filed as inhibitors; AID 2528; 350,000 compounds, 0.2% hits; P54132;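 further: potency means the concentration at half of the fitted maximal effect; plate controls were vehicle for no effect and no enzyme for full effect; nearly all actives have a fitted effect of over 35% in size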
RXFP1 antagonist: antagonists of human relaxin receptor RXFP1. Q9HBX9. HEK293-RXFP1, relaxin-stimulated cAMP HTRF, 30 min; stronger effect = lower value. activity change, negative = inhibition, % at 57.5 µM. 350,000 compounds, 0.59% hits;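 active means activity change of -60% or lower, but not beyond a set lower limit; inconclusive means change between -60% and -40%, or beyond the set limit; inactive means change above -40%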; further: on the % scale 0 is the no-effect control and ±100 the full control effect
Pol beta inh: inhibitors of human DNA polymerase beta | 340,000 compounds, 1.3% hits | P06746 | Potency, µM (series often up to 114 µM), for inactives: at the highest dose activity change, negative = inhibition, hits mostly inhibitors | AID 485314 | Pol beta primer extension/strand displacement, fluorescence kinetic; further: potency means the concentration at half of the fitted maximal effect; on the % scale 0 is the no-effect control and ±100 the full control effect
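Enzyme-only controls used 10 nM Pol beta; buffer lacking enzyme served as negative control. Compound preincubated 15 min, then 50 nM substrate added; 0 and 10 min reads at room temperature.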
APEX1 inh: APE1 (human) endonuclease inhibition; P27695; recombinant APE1, TAMRA/BHQ-2 abasic DNA cleavage fluorescence; Potency, µM (doses to about 65.8 µM), inactives show at the highest dose activity change, negative = inhibition, most hits filed as inhibitors; 350,000 compounds, 0.35% hits; AID 2517;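 further: potency means the concentration at half of the fitted maximal effect; plate controls were vehicle for no effect and reference inhibitor for full effect; nearly all actives have a fitted effect of over 55% in size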
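APE1 at 0.75 nM final was preincubated with compound 15 min at room temperature, then 50 nM double-stranded THF abasic-site substrate (5'-TAMRA/3'-BHQ-2) was added. Fluorescence (ex 525/em 598 nm) was read kinetically; third-minus-first read gave activity.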
Pol kappa inh: inhibitors of human DNA polymerase kappa; Potency, µM (series often up to 107 µM), for inactives: top-dose activity, negative = inhibition, hits mostly inhibitors; Q9UBT6; purified Pol kappa, fluorescent DNA synthesis assay, 10 min; AID 588579; 400,000 compounds, 0.53% hits; further: potency means the concentration at half of the fitted maximal effect; on the % scale 0 is the no-effect control and ±100 the full control effect
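50 nM final substrate added after 15 min RT preincubation of 10 nM Pol kappa with compound; fluorescence read at 0 and 10 min.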
Anesthetic bind: candidate novel general anesthetic via apoferritin binding. Potency, µM (titrated, usually from 77.5 µM), for the others: top-dose activity change, negative = displacement, actives largely listed as inhibitors. 350,000 compounds, 0.074% hits. apoferritin/1-aminoanthracene competitive binding, fluorescence. P02791. AID 485281; further: potency means the concentration at half of the fitted maximal effect; on the % scale 0 is the no-effect control and ±100 the full control effect; nearly all actives have a fitted effect of over 20% in size
Target sequence (P02791 2-175 limits assumed): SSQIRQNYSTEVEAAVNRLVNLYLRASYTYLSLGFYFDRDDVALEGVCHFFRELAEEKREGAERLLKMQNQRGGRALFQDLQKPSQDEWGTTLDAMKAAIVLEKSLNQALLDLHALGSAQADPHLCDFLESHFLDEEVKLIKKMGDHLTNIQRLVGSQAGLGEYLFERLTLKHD
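Concentration-response curves derived by four-parameter Hill fitting of normalized fluorescence, where compounds displaced 1-AMA from 10 uM horse apoferritin following a brief 10 min room-temperature incubation; propofol titration acted as positive control.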
Tb PGK inh: blocks T. brucei phosphoglycerate kinase; 380,000 compounds, 0.043% hits; Potency, µM (titrated, usually from 57.5 µM), for inactives: top-dose activity change, negative = inhibition, hits mostly inhibitors; PGK/GAPDH coupled, Kinase-Glo luminescence, 60 min; AID 602233; further: potency means the concentration at half of the fitted maximal effect; on the % scale 0 is the no-effect control and ±100 the full control effect; nearly all actives have a fitted effect of over 60% in size
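Recombinant glycosomal PGK reaction used 1,3-bisphosphoglycerate generated in-well by GAPDH (100nM final) in 100mM TEA pH 7.6, 5mM MgCl2, 0.01% Tween-20. After 60 minutes at room temperature, ATP was read by Kinase-Glo Plus luminescence end-point.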
The depositor's hits bear a star; i = inactive; ? = inconclusive; . = no result given; & = joins results of further samples; ! = not active in a repeat; [ ] = another dose, or the depositor's remark. Unless noted, the call rests on the fitted dose curve; in most records, active means well fitted curve in the direction sought with a large enough effect; inconclusive means small, poorly fitted or top-dose-only effect, or another doubt; inactive means no such curve, though single readings can be large; an effect the other way counts as inactive or inconclusive. These rows are one share of the data (hit frequency here may not be typical).

SMILES	Pol iota inh	POLH inh	BLM inh	RXFP1 antagonist	Pol beta inh	APEX1 inh	Pol kappa inh	Anesthetic bind	Tb PGK inh
Cn1c(SCc2ccc(Cl)cc2)nnc1-c1ccc2nonc2c1	-6.6%	-11.3%	-2.4%	-0.3	24.9%	0.3%	-21.3%	-5.7%	-3.4%
O=C(NCC(=O)N(Cc1ccccc1)C(C(=O)NC1CCCC1)c1ccncc1)c1ccco1 (stereo not drawn)	3.3%	1.0%	-6.6%	-0.6	-1.5%	-1.3%	-3.8%	6.7%	-5.9%
c1ccc(-c2cnnc(N3CCCCC3)n2)cc1	-0.3%	-16.2%	-4.0%	-12.7	42.0%	6.9%	2.0%	?	-9.6%
CC[n+]1ccc(/C=C2\Sc3ccccc3N2CCCS(=O)(=O)[O-])c2ccccc21	28.7%	-5.1%	-3.6%	-9.8	11.2µM*	?	?	-4.9%	3.4%
CCN(c1ccc(OC)cc1)S(=O)(=O)c1nnc(NC(=O)c2ccccc2Cl)s1	-5.8%&39.7%	-18.5%&-25.3%	-3.3%&-5.4%	-60.5*!	-29.6%&-20.0%	11.1%	-14.7%&8.4%	5.1%&-22.3%	3.8%&-3.1%
CC(=O)OC(C(=O)n1nc(C)cc1C)c1ccccc1 (stereo not drawn)	20.9%	9.1%	5.2%	1.9	13.4%	2.0%	0.1%	-21.2%	1.4%
O=C(NCc1cccc(OC(F)(F)F)c1)C1CCC(=O)N(Cc2cccc(F)c2)C1 (stereo not drawn)	26.8%	-18.4%	-3.6%	-13.7	22.1%	26.9%	8.6%	-10.1%	-3.3%
CSc1nc2ccc(S(=O)(=O)NC3CCCCC3)cc2s1	7.2%	-22.7%	-7.1%	.	-12.8%	0.2%	-2.2%	?	-0.1%
COC(=O)C=C1CCC2C3CC(F)C4(O)CC(=O)CCC4(C)C3C(=O)CC12C (stereo not drawn)	13.5%	-22.3%	.	4.8	.	.	1.3%	.	-12.9%
S=C1SCN(Cc2ccco2)CN1Cc1ccco1	102.4%[activator]	-19.0%	-1.8%	-14.5	0.5%	-5.4%	0.5%	-4.2%	5.1%
CC1CCc2c(sc(NC(=O)c3cc(-c4cccc(Cl)c4)on3)c2C(N)=O)C1 (stereo not drawn)	-16.6%	2.2%	-2.4%	0.3	-13.8%	.	-4.1%	1.5%	-2.2%
O=c1cc(CSc2ccc(Cl)cc2)nc(-c2ccncc2)[nH]1	16.7%	0.7%	-3.8%	-1.2	7.6%	10.9%	-8.0%	-16.4%	-5.2%

Structures shown so far that contain four or more nitrogen atoms, in the order listed:
SMILES	Pol iota inh	POLH inh	BLM inh	RXFP1 antagonist	Pol beta inh	APEX1 inh	Pol kappa inh	Anesthetic bind	Tb PGK inh
Cn1c(SCc2ccc(Cl)cc2)nnc1-c1ccc2nonc2c1	-6.6%	-11.3%	-2.4%	-0.3	24.9%	0.3%	-21.3%	-5.7%	-3.4%
O=C(NCC(=O)N(Cc1ccccc1)C(C(=O)NC1CCCC1)c1ccncc1)c1ccco1 (stereo not drawn)	3.3%	1.0%	-6.6%	-0.6	-1.5%	-1.3%	-3.8%	6.7%	-5.9%
c1ccc(-c2cnnc(N3CCCCC3)n2)cc1	-0.3%	-16.2%	-4.0%	-12.7	42.0%	6.9%	2.0%	?	-9.6%
CCN(c1ccc(OC)cc1)S(=O)(=O)c1nnc(NC(=O)c2ccccc2Cl)s1	-5.8%&39.7%	-18.5%&-25.3%	-3.3%&-5.4%	-60.5*!	-29.6%&-20.0%	11.1%	-14.7%&8.4%	5.1%&-22.3%	3.8%&-3.1%

Looked up above.
CSc1nc2ccc(S(=O)(=O)NC3CCCCC3)cc2s1 – POLH inh: -22.7%
O=c1cc(CSc2ccc(Cl)cc2)nc(-c2ccncc2)[nH]1 – Anesthetic bind: -16.4%

The list continues.
SMILES	Pol iota inh	POLH inh	BLM inh	RXFP1 antagonist	Pol beta inh	APEX1 inh	Pol kappa inh	Anesthetic bind	Tb PGK inh
CCN1CCN(C(=S)Nc2ccc3nc(N4CCN(CC)CC4)cc(C)c3c2)CC1	-0.7%	-18.8%	11.4%	7.5	-0.9%	-2.1%	-11.4%	1.5%	i
CCc1ccccc1NC(=S)N(CCCN1CCOCC1)Cc1ccccn1	9.2%	-15.1%	-1.9%	-7.8	?	0.2%	-1.5%	-9.5%	-5.0%
Cc1nc2ncnn2c(C)c1Cc1ccc(Cl)cc1	22.3%	-9.8%	5.1%	-1.2	23.4%	3.4%	-4.4%	-10.2%	4.0%
CCOC(=O)c1c(NC(C)=O)sc2c(OCCN(CC)CC)c(Br)ccc12	3.9%	-0.6%	107.5%[activator]	-3.1	-15.5%	-6.5%	-1.7%	-14.6%	8.8%
O=C(O)CCn1c(-c2ccccn2)nc2ccccc21	-0.7%	-16.5%	0.2%	-0.1	-28.9%	4.6%	1.4%	0.9%	-11.2%
Cc1ccc(S(=O)(=O)/N=C(\Nc2cccc(C)c2)Nc2nc(C)cc(C)n2)cc1	0.3%	-12.8%	-3.8%	6.9	45.1%	-7.0%	2.4%	-5.2%	i
COc1c(C)cc(Br)cc1C(=O)Nc1ccccc1N1CCN(C(=O)c2ccccc2)CC1	143.9%[activator]	-7.6%	-9.0%	-2.8	1.7%	-5.3%	-0.1%	-5.0%	i
COc1cccc(C(=O)COC(=O)CCCC(=O)NC2CCCCC2)c1	30.4%[activator]	-7.8%	-1.3%	3.5	15.6%	11.1%	-11.8%	-6.8%	-5.7%
Cc1ccc2nc(SC(Cc3cc(Cl)ccc3Cl)C(=O)O)[nH]c2c1 (stereo not drawn)	29.0%	-19.0%	-4.8%	-7.3	?	.	-3.6%[60.1 µM]	2.5%	-11.2%
Cc1c(C(=O)OC2CCCCC2)[nH]c2c1C(=O)CC(C)(C)C2	16.9%	?	-5.9%	-5.0	4.3%	2.4%	-0.9%	-11.8%	-2.4%
O=C(CCCCC(=O)NCCc1ccccc1)NCCc1ccccc1	122.9%[activator]	-14.4%	1.0%	-6.8	-1.4%	11.3%	3.4%	-2.2%	3.2%
Cc1cccc(-c2nc(CSc3nc4c(c(=O)[nH]3)CCC4)c(C)o2)c1	-3.4%	-3.5%	-1.1%	.	-16.1%	-3.6%	-12.5%	-10.3%	1.2%
O=C(Nc1ccccc1CC[N+](=O)[O-])N1CCN(c2ccccc2)CC1	91.2%[activator]	4.3%	-12.8%	-3.8	2.1%	-6.2%	-8.2%	-23.8%	0.2%
Cc1ccc(OC(C)C(=O)Nc2ccc(S(=O)(=O)Nc3nccs3)cc2)cc1 (stereo not drawn)	-23.9%	-12.9%	-2.3%	-35.1	?	5.4%	-5.0%	-4.5%	-14.5%
CCC(C)NC(=S)Nc1ccccc1 (stereo not drawn)	-2.2%	-21.5%	0.4%	2.7	-27.0%	1.5%	9.8%	3.8%	-17.5%
Cc1nn(C(=O)c2ccccc2F)c(C)c1S(=O)(=O)N1CCCCCC1	-11.9%	1.9%	-3.9%	.	-17.3%	.	-11.5%[60.1 µM]	-6.4%	9.8%
Cc1ccc(CCNC(=O)Cn2ncc3c([nH]c4ccc(C)cc43)c2=O)cc1	?	-10.4%	1.2%	-2.5	5.7%	.	-4.6%	42.6%	2.1%
COc1ccc(C(=O)NC(=S)Nc2ccc(N3CCN(C(C)=O)CC3)cc2)cc1[N+](=O)[O-]	153.4%[activator]	-12.1%	-0.6%	19.2	31.6%	1.6%	-6.0%	-1.7%	-6.2%
COc1ccc(OC)c(N(CC(=O)Nc2ccccc2)S(=O)(=O)c2ccccc2)c1	2.6%	-31.6%	-7.8%	5.0	-20.0%	-0.3%	-22.2%	6.2%	-1.9%
O=C(COC(=O)C1C2CC3OC(=O)C1C3C2)Nc1ccc(Br)cc1 (stereo not drawn)	-16.5%	-12.0%	-4.2%	0.4	14.9%	42.1%	8.0%	-2.2%	-7.0%
CCOC(=O)c1cc2sc(C)cc2n1CC(=O)N1CCc2ccccc21	14.8%	5.4%	-1.7%	-22.9	23.2%	3.5%	-6.4%[60.1 µM]	-4.6%	-7.6%
CCC(=O)N1CCCn2c1nc1ccccc12	1.6%	-0.5%	5.6%	6.6	-7.3%	15.9%	-9.5%	6.2%	8.1%
COc1ccc2c(c1)CC(C1(O)C(=O)Nc3ccccc31)C2=O (stereo not drawn)	6.8%	?	-1.0%	5.0	-1.1%	0.1%	-7.3%	-9.6%	7.0%
COc1ccc(Cl)c(Cn2c(NCc3ccco3)nc3c2c(=O)n(C)c(=O)n3C)c1	?	?	-16.6%	-15.3	14.1µM*	-0.5%	?	-12.8%	-2.9%
CCCc1cnc2c(c1SCC(=O)Nc1cccc(C)c1C)c(=O)n(C)c(=O)n2C	18.5%	-14.4%	-2.7%	-0.7	-0.7%	.	-3.8%[60.1 µM]	-3.8%	0.0%
CCC(=O)OCc1cnc(C)c2oc(=O)c(C(=O)Nc3ccc(CC)cc3)cc12	-11.7%	5.5%	-1.4%	-9.7	-29.3%	.	2.5%[60.1 µM]	-7.4%	-5.1%
COc1cc(OC)c(C(=O)OCCCOC(=O)c2cc(OC)c(OC)cc2OC)cc1OC	19.7%	-5.9%	-5.1%	-8.0	-14.7%	-13.1%	0.4%	-5.7%	-3.2%
Cc1cc(C(=O)N2CCN(C(=O)C3CCCO3)CC2)no1 (stereo not drawn)	7.9%	1.7%	0.3%	2.7	20.0%	-1.9%	-4.1%	-4.7%	-2.0%
COc1ccc(-c2ncncc2-c2csc(C)n2)c(O)c1	0.0%	3.1%	3.8%	0.9	17.0%	20.4%	-5.7%	-1.2%	-1.3%
O=C(CCNC(=O)N1CC(=O)Nc2ccccc21)NCCc1cccc(F)c1	13.7%	-0.1%	1.0%	11.0	-16.3%	-19.8%	-7.3%	-4.4%	6.8%
CCCCn1c(=O)[nH]c(=O)c2c1nc(-c1ccc([N+](=O)[O-])cc1)n2CC	-7.4%	-9.6%	0.2%	-11.1	33.3%	69.8%[activator]	-3.5%	-11.7%	-5.1%
O=C(COc1ccc2ccc(=O)oc2c1)NCCc1c[nH]c2ccc(F)cc12	?	0.5%	-2.1%	7.1	-3.5%	-5.6%	-4.4%	-2.2%	-0.7%
